Rin1 Abl inh: inhibitors of Rin1-Abl protein binding, primary screen, biochemical, TR-FRET. Tyrosine-protein kinase ABL1 (Homo sapiens) + Ras and Rab interactor 1 (Homo sapiens), …. inhibition, % at 7.35 µM. hit rate 0.4% among 360,000; in the data active = inhibition above about 5%, passing the limit was not always enough
Neddyl block: inhibitors of cullin neddylation, primary screen, biochemical, TR-FRET, uHTS, NAE and Ubc12 | calls only at 25 µM | NEDD8-conjugating enzyme Ubc12 (Homo sapiens) + NEDD8-activating enzyme E1 regulatory … | hit rate 0.58% among 360,000 | AID 651699, 2012; in the data active = inhibition above about 36%
CSN deneddyl inh: inhibitors of CSN-mediated cullin deneddylation, primary screen, biochemical, fluorescence polarization, uHTS; Purified CSN, SCF-Nedd8-OG deneddylation; inhibition, % at 12.5 µM; hit rate 0.38% among 360,000; AID 651999, 2013;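 active = pattern-corrected inhibition above about 35%, with an unprinted fluorescence ratio check between 0.5 and 1.5, limit read from the data, passing the limit was not always enough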;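 note: 0% = enzyme with substrate and 100% = substrate without enzyme; some results filed as inactive read as strong as hits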
Target sequence (Q92905 whole entry, looked up, one chain of several): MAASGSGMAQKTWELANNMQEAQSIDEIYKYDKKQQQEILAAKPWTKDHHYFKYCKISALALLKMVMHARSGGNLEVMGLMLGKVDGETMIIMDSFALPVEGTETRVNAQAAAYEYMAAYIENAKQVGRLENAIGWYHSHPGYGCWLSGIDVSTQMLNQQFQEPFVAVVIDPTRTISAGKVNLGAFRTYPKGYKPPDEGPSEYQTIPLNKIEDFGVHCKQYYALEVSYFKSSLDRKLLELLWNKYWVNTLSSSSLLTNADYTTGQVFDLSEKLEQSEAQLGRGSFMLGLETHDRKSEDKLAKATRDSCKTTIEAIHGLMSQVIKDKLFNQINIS
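test system = HEK293T-derived human Csn5 enzyme | amount = 0.24 nM Csn5 enzyme, final concentration | medium = Tris/NaCl/DTT buffer, pH 7.5 | schedule = 90 min reaction at room temperature | signal = FP | evaluation = inhibition of Csn5 cleavage, % | compound dosing = single dose of 12.5 µM compound with 0.25% DMSO | probe or stimulus = 10 nM SCFSkp2-Nedd8OG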
STEP inh: STEP phosphatase inhibitors, primary screen, biochemical, fluorescence intensity, uHTS; recombinant STEP, OMFP fluorogenic substrate; hit rate 0.25% among 360,000; inhibition, % at 20 µM; AID 588621, 2011; Tyrosine-protein phosphatase non-receptor type 5 (Homo sapiens), P54829;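 active = inhibition at 20 µM, scaled per plate between control wells, above about 37%, limit read from the data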;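 note: 0% = DMSO with enzyme and substrate and 100% = substrate only without enzyme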
Target sequence (P54829 whole entry, looked up): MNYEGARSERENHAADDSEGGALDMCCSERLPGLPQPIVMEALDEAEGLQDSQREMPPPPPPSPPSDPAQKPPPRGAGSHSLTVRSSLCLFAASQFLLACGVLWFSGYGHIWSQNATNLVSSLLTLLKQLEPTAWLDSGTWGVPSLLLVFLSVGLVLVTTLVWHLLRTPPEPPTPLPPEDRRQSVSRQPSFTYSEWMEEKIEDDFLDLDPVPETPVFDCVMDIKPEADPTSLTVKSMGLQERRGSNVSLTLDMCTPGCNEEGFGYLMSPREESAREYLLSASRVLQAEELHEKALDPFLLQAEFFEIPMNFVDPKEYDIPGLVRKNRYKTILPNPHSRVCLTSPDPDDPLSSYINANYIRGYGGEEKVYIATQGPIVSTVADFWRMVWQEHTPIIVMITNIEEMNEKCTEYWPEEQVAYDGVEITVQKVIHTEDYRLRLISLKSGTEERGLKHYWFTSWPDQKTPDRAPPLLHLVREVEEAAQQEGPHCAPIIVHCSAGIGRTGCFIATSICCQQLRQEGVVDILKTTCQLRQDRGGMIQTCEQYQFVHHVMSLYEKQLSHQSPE
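System: isolated STEP enzyme; schedule: 20 min enzyme reaction at room temperature, protected from light; medium: Bis-Tris buffer pH 6.0, 2.5 mM DTT, 0.005% Tween 20; signal: fluorescence, 480/540 nm; dosing: single compound dose of 20 µM, 1% DMSO final; also added: OMFP substrate, 25 µM final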
Rpn11 block: Rpn11 (PSMD14) deubiquitinase inhibitors, primary screen, biochemical, fluorescence polarization, uHTS; 26S proteasome non-ATPase regulatory subunit 14 (Homo sapiens), O00487; human 26S proteasome, Ub4-pepOG fluorescence polarization; 20S core pre-blocked with epoxomicin; calls only at 20 µM; hit rate 0.59% among 360,000; AID 588493, 2011;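 active = inhibition at 20 µM, scaled to each plate's controls, above about 33%, limit read from the data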
LMPTP inh: LMPTP phosphatase inhibitors, primary screen, biochemical, fluorescence intensity, uHTS; recombinant LMPTP-A, OMFP fluorogenic substrate; AID 651560, 2012; Low molecular weight phosphotyrosine protein phosphatase (Homo sapiens), P24666; inhibition, % at 20 µM; hit rate 0.22% among 360,000;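 active = compounds that cut the enzyme signal by at least half of the control window in the single-dose screen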;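 note: plate controls were DMSO wells with enzyme plus substrate for no effect and substrate without enzyme for full effect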
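test system = LMPTP-A | amount = 0.625 nM LMPTP-A final | reagent = fluorogenic phosphatase substrate OMFP at 400 µM final | incubation = 50 min at room temperature | benchmarks = no-enzyme low control, uninhibited high control | medium = Bis-Tris pH 6.0, DTT, detergent | signal = fluorescence intensity of OMFP turnover product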
Scp1 inh: Scp-1 phosphatase inhibitors, primary screen, biochemical, colorimetric, uHTS; inhibition, % at 20 µM; hit rate 0.88% among 340,000; Recombinant Scp1, phosphopeptide, malachite green phosphate absorbance; AID 493091, 2011; Carboxy-terminal domain RNA polymerase II polypeptide A small phosphatase 1 (Homo …;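 active = inhibition above about 50% at 20 µM, limit read from the data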;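 note: plate controls were DMSO wells with enzyme for no effect and wells lacking enzyme for full effect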
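System: truncated SCP-1 phosphatase (76-261aa); medium: Tris acetate buffer pH 5.5 with MgCl2 and Tween-20; incubation: 45 min room-temperature reaction, 5 min colour, 30 min stabiliser; compound: single 20 µM dose, 1% DMSO; reagent: Phosphorylated 17-residue peptide substrate; read-out: % inhibition at 20 µM; technique: colorimetric free-phosphate detection, absorbance 630 nm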
SUMO1-SIM PPI: modulators of SUMO1 protein-protein interactions, primary screen, biochemical, uHTS; Small ubiquitin-related modifier 1 (Homo sapiens), P63165; SUMO1 binding to a labelled peptide, TR-FRET, 1 h; inhibition, % at 20 µM; hit rate 0.33% among 360,000; in the data active = inhibition above about 37%
Target sequence (P63165 whole entry, looked up): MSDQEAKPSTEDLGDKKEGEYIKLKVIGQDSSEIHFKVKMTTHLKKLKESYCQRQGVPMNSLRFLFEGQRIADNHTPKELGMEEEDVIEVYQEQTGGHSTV
DNMT1 block: human DNMT1 methyltransferase inhibitors, primary screen, biochemical, molecular beacon, fluorescence, HinP1I cleavage, uHTS; inhibition (reported as % activation of signal), % at 10 µM; hit rate 0.83% among 360,000; DNA (cytosine-5)-methyltransferase 1 (Homo sapiens), P26358; in the data active = inhibition above about 50%
NadD inh: inhibitors of S. aureus NadD, primary screen, biochemical, colorimetric, uHTS | purified NadD enzyme, colorimetric absorbance read-out | hit rate 0.78% among 360,000 | inhibition, % at 20 µM | AID 602399, 2012; in the data active = inhibition above about 26%; note: some compounds past the cut are filed as inactive
Starred values were filed as active, the others as inactive; i = inactive; · = not tested or not shown; + = active, no number; & = joins results of further samples.

#	molecule	Rin1 Abl inh	Neddyl block	CSN deneddyl inh	STEP inh	Rpn11 block	LMPTP inh	Scp1 inh	SUMO1-SIM PPI	DNMT1 block	NadD inh
1	Cc1cc(C)c(C#N)c(Nc2ccccc2)n1	0.5	i	0.8	-2.0	i	-0.7	5.9	2.0	-1.6	-5.8
2	COc1ccc(Cl)cc1Nc1ncnc2sc(C)c(S(=O)(=O)N3CCC(C)CC3)c12	-1.5	·	-12.6	1.1	i	1.6	13.2	-2.3	6.1	10.5
3	COc1ccccc1NC(=O)c1ccc(NS(C)(=O)=O)cc1	5.6	i	-6.3	1.0	i	-1.4	-5.5	4.4	7.4	-4.4
4	COc1ccc(-c2noc(CSc3nnc(-c4ccccc4)n3C)n2)cc1	-1.1	i	-0.6	-2.9	i	-1.2	9.8	2.6	0.3	2.4
5	CCOc1ccc2[nH]cc(C(=O)N3CCN(CC)CC3)c(=O)c2c1	-1.9	i	-3.0	1.8	i	-2.0	-10.6	-3.6	1.9	-1.0
6	Cc1ccc(C(=O)OCC(=O)N(CC(C)C)c2c(N)n(Cc3ccccc3)c(=O)[nH]c2=O)s1	3.9	i	0.1	-1.0	i	0.1	2.4	1.5	3.1	-2.5
7	Cn1nnnc1SCC(=O)Nc1cc(C(=O)O)cc(C(=O)O)c1	2.5	i	2.7	-3.4	i	-1.7	6.0	8.8	-3.3	-2.8
8	O=C(CCCC(=O)c1ccccc1)NCCc1ccccc1F	-0.1	i	1.9	-1.9	i	0.7	-7.0	4.4	1.6	-8.5
9	CC(C)c1ccc(N(C(=O)c2ccco2)C(C(=O)NC2CCCC2)c2ccncc2)cc1 (centres undefined)	-3.6	i	1.3	0.7	i	0.9	6.2	5.1	-1.1	-4.1
10	CCC(C)N1C(=O)S/C(=C/c2ccc(N3CCOCC3)cc2C)C1=O (centres undefined)	-1.8	i	2.2	1.9	i	1.4	-7.0	-12.8	1.8	6.3
11	CCNC(=O)C1CC(=O)N(c2ccc(OCC)cc2)C1 (centres undefined)	-1.7	i	-1.6	-4.0	i	0.6	28.9	2.3	-1.5	-1.0
12	CCCN(CC1CC1)C(=O)COC(=O)c1[nH]c(C)c(C(=O)OCC)c1C	0.8	i	1.7	1.9	i	0.6	-10.9	-1.9	-1.0	-7.0
13	CN(C)C(CNc1ncnc2sc3c(c12)CCCC3)c1ccco1 (centres undefined)	2.8	i	1.7	-1.4	i	1.3	-2.9	-0.1	-2.3	-1.0
14	COc1cc2oc(=O)cc(-c3cccc(-c4cccc(C)c4)c3)c2c(OC)c1OC	-2.2	i	-3.5	-0.6	i	4.1	-1.3	4.1	-6.7	0.2
15	CC(C)CCNC(=O)c1ccc(NC(=O)C2=CSCCO2)cc1	-1.3	i	1.7	-1.1	i	-0.4	-6.8	-4.6	1.9	-9.6
16	Cc1cccc(-c2nc(CN3CCCC(C(=O)NC4CCC(C)CC4)C3)c(C)o2)c1 (centres undefined)	2.5	i	4.1	3.2	i	-0.1	-2.2	-5.6	-6.4	-3.5
17	CC1=C(C(=O)Nc2ccc(Cl)cc2)C(c2ccco2)NC(=O)N1 (centres undefined)	-6.0	i	-0.9	0.7	i	-1.1	-7.0	-1.6	-2.1	4.3
18	CNC(=O)Oc1ccc2c(c1)[C@]1(C)CCN(C)[C@@H]1N2C	0.1&0.2	i	-4.5&-0.6	-1.9&-3.3	i	-1.9&-2.9	-3.5&-9.0	3.7&2.4	-0.7&-4.9	4.1&5.6
19	COc1ccc(-c2c(-c3ccc(OC)c(C)c3O)n[nH]c2C)cc1	1.6	i	-2.8	0.3	i	3.0	-2.8	-0.5	-5.7	-2.2
20	CCS(=O)(=O)N1Cc2cc(C(=O)NCC3CC3)nc(-c3cccc(-c4cccnc4)c3)c2[C@@H]1CCO	·	i	-1.3	·	·	1.1	·	-2.2	·	-1.2
21	O=C(Cn1c(CN2CCCCC2)nc2ccccc2c1=O)Nc1ccccc1	1.3	i	-1.2	-0.1	i	-1.1	-6.6	1.2	1.3	0.3
22	Nc1c(C(O)(C(F)(F)F)C(F)(F)F)cc(C(O)(C(F)(F)F)C(F)(F)F)c2ccccc12	1.0	+	0.6	-4.6	i	3.3	-13.2	-3.1	-25.3	-7.3
23	CCOC(=O)c1[nH]c(C)c(C(=O)NCc2ccc(Cl)cc2)c1C	3.9	i	1.6	-2.6	i	0.6	-2.7	-2.5	-2.0	7.4
24	CC(C)(C)OC(=O)N1CCC(c2c(C(=O)N3CCN(C4CCCCC4)CC3)cnn2-c2ccccc2)CC1	-3.6	i	0.8	-1.6	i	-1.4	-9.1	-4.3	-2.1	-1.4
25	C/C(=N\NC(=O)c1nnn(-c2nonc2N)c1CN(C)c1ccccc1)c1ccccc1O	0.9	·	7.4	-1.8	i	2.7	-2.4	-3.5	-5.2	36.1*

Filtered by structure: the entries above containing an aryl thioether with sulfur outside any ring
#	molecule	Rin1 Abl inh	Neddyl block	CSN deneddyl inh	STEP inh	Rpn11 block	LMPTP inh	Scp1 inh	SUMO1-SIM PPI	DNMT1 block	NadD inh
4	COc1ccc(-c2noc(CSc3nnc(-c4ccccc4)n3C)n2)cc1	-1.1	i	-0.6	-2.9	i	-1.2	9.8	2.6	0.3	2.4
7	Cn1nnnc1SCC(=O)Nc1cc(C(=O)O)cc(C(=O)O)c1	2.5	i	2.7	-3.4	i	-1.7	6.0	8.8	-3.3	-2.8

Next part
#	molecule	Rin1 Abl inh	Neddyl block	CSN deneddyl inh	STEP inh	Rpn11 block	LMPTP inh	Scp1 inh	SUMO1-SIM PPI	DNMT1 block	NadD inh
26	CC(=O)Oc1cc(OC(C)=O)c2c(=O)c(-c3ccc4c(c3)OCCCO4)c(C)oc2c1	3.6	·	-0.3	0.8	i	-0.3	-4.3	9.7	0.3	-3.8
27	Clc1ccc(-c2nnsc2SCc2ccccc2)cc1	-2.6	i	-0.3	1.8	i	2.2	-14.3	0.4	-8.5	19.5
28	COc1ccc(NC(=O)CC23CC4CC(CC(Br)(C4)C2)C3)c(OC)c1	1.2	i	5.6	-1.0	i	-0.3	-12.4	5.6	1.7	-9.7
29	O=C(CC1Nc2cccc3cccc(c23)NC1=O)Nc1ccc(F)cc1 (centres undefined)	1.4	i	6.4	6.6	i	3.2	-1.3	1.3	-15.8	3.8
30	Cc1ccc2c(c1)c1c3n2CCN(C(=O)CCl)C3CCC1 (centres undefined)	0.3	i	-1.1	0.5	i	0.0	-7.0	-1.9	18.5	0.6
31	CC(=O)c1ccc(-n2ccnc2)cc1	-1.0	i	-1.7	0.1	i	-1.9	-5.1	0.9	-0.4	2.3
32	CSc1ncccc1C(=O)Nc1nc2ccc(S(C)(=O)=O)cc2s1	2.0	i	-0.1	0.8	i	-0.7	-1.5	6.0	-4.6	-0.7
33	Nc1nonc1-n1nnc(C(=O)N/N=C/c2ccc(OCc3ccccc3F)cc2)c1CN1CCCCC1	0.2	·	0.2	2.8	i	4.6	-13.6	-1.3	-4.5	25.9
34	CC(C)CNC(=O)C1(C)CCCN1Cc1ccccc1OC(F)F (centres undefined)	-3.9	i	-2.5	-1.4	i	-1.3	·	-2.6	4.8	0.1
35	COc1cc(S(=O)(=O)N2CCOCC2)ccc1N	4.8	i	-6.6	0.4	i	-0.2	2.9	-3.1	-4.5	-1.5
36	COc1ccccc1-c1nnc(SCC(=O)Nc2ccc(N3CCOCC3)cc2)n1C	4.5	i	3.7	0.3	i	-1.2	28.1	3.5	2.6	-1.4
37	CCCNC(=O)c1cc(C2CCCCN2C(=O)c2cc(C(C)(C)C)nn2C)on1 (centres undefined)	-0.4	i	2.5	-0.3	i	0.2	·	-3.2	-0.2	-1.7
38	COc1ccc(NC(=O)NC(c2ccccc2)c2ccccc2)c(OC)c1	-1.3	i	2.5	0.4	i	1.8	-4.0	-5.5	5.8	-3.3
39	Cc1ccc(NC(=O)c2cc(S(=O)(=O)N3CCCCC3)ccc2N2CCOCC2)cc1F	4.4	i	-7.3	0.7	i	1.3	-10.6	12.7	-7.7	-4.7
40	Cc1cccc(NS(=O)(=O)c2ccc(C)c(NS(=O)(=O)c3cccs3)c2)c1	-0.4	i	8.7	1.7	i	1.7	10.9	4.2	0.0	-3.5
41	Cc1ncc(S(=O)(=O)c2ccccc2)c(-c2ccccc2)n1	0.9	i	4.6	-2.7	i	-1.6	-1.9	0.0	1.0	-5.0
42	CC[C@@]1(C(=O)OC)N[C@H](CN(C)S(=O)(=O)c2ccc(-c3ccccc3)cc2)[C@@H]2C(=O)N(Cc3ccccc3)C(=O)[C@@H]21	3.4	i	-4.9	1.2	i	1.7	3.9	2.4	-8.2	3.2
43	CCN1C(=O)c2cccc3c(NC(=O)c4ccc(S(=O)(=O)N(C)C)cc4)ccc1c23	-4.3	i	-0.9	-3.9	i	-0.2	-15.9	-24.0	-3.4	8.1
44	CCOc1ccc2nc(N(CCN(C)C)C(=O)/C=C/c3cccs3)sc2c1	-2.0	i	-4.2	0.8	i	1.0	2.5	-8.1	-6.4	5.1
45	O=C(Nc1nnc(C2CC2)s1)C1CCCCN1S(=O)(=O)c1ccccc1 (centres undefined)	-1.9	i	1.1	0.1	i	1.4	-6.2	5.7	-0.5	2.1
46	CC(C)CC1C(=O)N(Cc2cn(CC3CCCCC3)nn2)CCS(=O)(=O)N1Cc1ccc(-c2cccc(CO)c2)cc1 (centres undefined)	-2.1	i	8.6	-2.7	i	2.4	·	2.5	-8.9	-1.0
47	Cc1nc2ccccn2c1/C(O)=C1\C(=O)C(=O)N(CCN(C)C)C1c1cccnc1 (centres undefined)	0.0	i	0.0	-1.3	i	-4.1	-6.0	2.0	1.1	3.6
48	Cc1csc(NC(=O)c2cc3c(C)nn(Cc4ccccc4Cl)c3s2)n1	-4.1	i	-9.3	1.4	i	3.1	-5.3	-4.8	-6.6	13.0
49	CCCCN(CCCC)Cc1ccc(C(=O)NNC(=O)Nc2ccc(Cl)cc2)o1	0.7	i	0.4	-2.5	i	5.1	-12.9	-5.0	0.8	-9.6
50	C=CCn1c(NCc2c[nH]c3ccccc23)nc2ccccc21	-0.1	i	1.0	-9.3	i	2.0	-1.6	0.5	-1.6	-5.3

Screens as filed in PubChem BioAssay.
